Screening results (PubChem)
USP2a inh – USP2a (human) protease inhibition; 330,000 tested, 0.01% active; USP2 core, Ub-CHOP2 coupled fluorogenic reporter, 485/531; O75604; Potency, µM (highest dose often 38.3 µM), inactives show at the top dose activity change, negative = inhibition, most hits filed as inhibitors; AID 463254;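 note: potency is the fitted concentration of half-maximal effect; plate controls were DMSO wells for no effect and full inhibition by NEM control for full effect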
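Deubiquitinase activity read as fluorescence (485/531 nm) after Ub-CHOP2 cleavage activates the enterokinase reporter on its substrate; USP2 core 10nM, Ub-CHOP2 and substrate 25nM each, 30min compound preincubation then 60min RT; data normalized to NEM, curves fitted.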
Giardia killer – Giardia lamblia killing; activity change, % at 7.66 µM, hits read low; AID 540267; 340,000 tested, 0.15% active; Giardia lamblia trophozoite viability; in the data active = activity change below about -80%; inconclusive = between about -30% and that limit;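 note: parasites exposed to compound for two days anaerobically before the ATP read; % is set by controls: 0 for no effect and ±100 for the full control effect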
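Anaerobic 48 hrs incubation at 37 deg C of 100 trophozoites/well with test compounds; ATPLite 1-Step luminescence, 15-30 min RT, reports cellular ATP as viability.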
KCNH2 WT inh – blocks the wildtype human KCNH2 potassium channel; Q12809; U2OS, BacMam KCNH2, thallium flux FluxOr; stronger effect = lower value; activity change, % at 1.84 µM; 340,000 tested, 0.37% active;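 active = maximum activity change below -70%; inconclusive = maximum activity change between -70% and -50%; inactive = maximum activity change above -50%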; note: % is set by controls: 0 for no effect and ±100 for the full control effect
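U2OS cells transduced with wild-type KCNH2 virus are loaded with FluxOr dye for 45 min, and thallium flux is measured in kinetic reads before and after stimulation buffer. Rate constants are normalized to DMSO controls.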
KCNH2 3.1 inh – inhibitors of human KCNH2 3.1 potassium channel isoform; 340,000 tested, 0.95% active; activity change, % (tested at about 1.8 µM); AID 720553; U2OS KCNH2 3.1, thallium flux FluxOr; stronger effect = lower value;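 active = maximum activity change below -70%; inconclusive = maximum activity change from -70% to -50%; inactive = maximum activity change above -50%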;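 note: thallium influx rate constant from kinetic fluorescence after stimulation buffer; % is set by controls: 0 for no effect and ±100 for the full control effect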
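U2OS cells transduced with KCNH2 3.1 mutant virus (1.77 x 10^8 /mL, 4 h), plated overnight at 37 C, loaded 45 min with FluxOr dye plus Red40 quencher. Thallium flux rate constant from kinetic reads after stimulation buffer, normalised to controls.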
PKM2 activator – PKM2 (human) enzyme activation. Potency, µM (titrated, usually from 57.5 µM), for the others: at the top dose activation, hits mostly activators. 260,000 tested, 0.34% active. P14618. purified PKM2, Kinase-Glo ATP luminescence, activation; response scale: 0% is enzyme alone, no compound. AID 1631; note: potency is the fitted concentration of half-maximal effect; % is set by controls: 0 for no effect and ±100 for the full control effect; nearly all actives have a fitted effect of over 55% in size
Target sequence (P14618 whole entry, looked up): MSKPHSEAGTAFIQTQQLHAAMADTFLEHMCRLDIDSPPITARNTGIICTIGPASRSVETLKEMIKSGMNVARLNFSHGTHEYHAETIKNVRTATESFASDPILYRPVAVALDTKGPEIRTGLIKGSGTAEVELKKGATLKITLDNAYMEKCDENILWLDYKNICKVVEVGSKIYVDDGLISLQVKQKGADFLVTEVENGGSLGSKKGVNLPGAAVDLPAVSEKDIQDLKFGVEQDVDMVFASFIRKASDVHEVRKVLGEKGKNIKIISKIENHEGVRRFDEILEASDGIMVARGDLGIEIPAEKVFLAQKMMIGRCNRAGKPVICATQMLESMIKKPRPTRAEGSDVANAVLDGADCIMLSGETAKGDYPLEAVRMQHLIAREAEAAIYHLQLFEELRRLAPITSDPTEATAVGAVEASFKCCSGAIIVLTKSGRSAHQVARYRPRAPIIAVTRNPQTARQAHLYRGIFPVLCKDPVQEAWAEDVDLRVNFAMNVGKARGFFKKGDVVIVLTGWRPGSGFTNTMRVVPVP
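ATP formation by purified human PK-M2, quantified via coupled luciferase luminescence after 1 h at room temperature with 0.1 mM ADP and 0.5 mM PEP final.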
FBPA coupling cs – inhibits coupling enzyme system, counter-screen for aldolase hits. coupling enzyme system counterscreen, AmpLite Red fluorescence. activity change, negative = inhibition, % at 58.2 µM, hits read low. 290,000 tested, 0.67% active. AID 2472; in the data active = activity change below about -30%; note: % is set by controls: 0 for no effect and ±100 for the full control effect
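Activity here indicates interference with the coupling reaction, not aldolase inhibition. Compounds at 57.5 uM final met coupling enzymes for 10 min at RT; substrate and AmpLite Red detection followed, with a 525/598 nm fluorescence read after 20 min.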
B2AR arrestin – beta2AR (human) beta-arrestin recruitment activity | Potency, µM (doses to about 46.1 µM), without a hit: at the top dose activation, actives largely listed as activators | 330,000 tested, 0.02% active | P07550 | beta-arrestin recruitment to beta2AR, cell-based reporter;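 note: potency is the fitted concentration of half-maximal effect; 0% = DMSO controls and full agonism = EC100 isoproterenol or metaproterenol; nearly all actives have a fitted effect of over 65% in size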
Target sequence (P07550 whole entry, looked up): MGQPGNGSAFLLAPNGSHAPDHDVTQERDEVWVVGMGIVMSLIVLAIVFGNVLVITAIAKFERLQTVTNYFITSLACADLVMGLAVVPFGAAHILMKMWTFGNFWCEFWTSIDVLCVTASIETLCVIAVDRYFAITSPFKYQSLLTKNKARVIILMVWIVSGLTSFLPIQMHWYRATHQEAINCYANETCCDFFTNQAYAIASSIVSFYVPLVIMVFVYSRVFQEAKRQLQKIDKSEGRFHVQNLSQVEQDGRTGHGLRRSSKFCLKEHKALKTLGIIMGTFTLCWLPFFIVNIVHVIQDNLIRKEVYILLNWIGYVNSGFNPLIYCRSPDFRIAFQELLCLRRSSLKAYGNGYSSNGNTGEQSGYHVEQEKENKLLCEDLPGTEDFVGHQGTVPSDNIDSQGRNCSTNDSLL
TRPV1 agonist – agonists of human vanilloid receptor 1 (TRPV1); TRPV1-expressing cells, Fluo-8 calcium influx, agonist mode; activation, % at 8.33 µM; 320,000 tested, 0.19% active; AID 540275; in the data active = activation above about 80%; inconclusive = between about 30% and that limit; note: 0% is about no effect
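Cells expressing TRPV1 were dye-loaded with Fluo-8 and read kinetically: 10 s baseline, 3 min after compound (agonist portion), then 2 min after EC20 capsaicin (allosteric enhancer portion). Calcium-bound dye fluorescence at 480/520 nm.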
GALK inh – galactokinase (human) inhibition. P51570. Purified GALK, Kinase-Glo residual ATP luminescence. Potency, µM (highest dose often 57.5 µM), without a hit: at the top dose activity change, negative = inhibition, usual class: inhibitors. 270,000 tested, 0.007% active. AID 1868; note: potency is the fitted concentration of half-maximal effect; % is set by controls: 0 for no effect and ±100 for the full control effect
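5 nM enzyme, 35 uM ATP, 100 uM galactose, 20 mM HEPES pH8.0, 5 mM MgCl2; 1 h RT; residual ATP by Kinase-Glo Plus luminescence, qHTS format.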
CXXC DNA block – MLL CXXC-DNA interaction inhibition | Q03164 | MLL-CXXC / FITC-HOXA9 DNA fluorescence polarization | Potency, µM (series often up to 115 µM), for inactives: at the top dose activity change, negative = inhibition, most hits filed as inhibitors | 290,000 tested, 0.037% active; active = well fitted inhibition curve with a large enough effect in the polarisation, with a control signal flat, not every such curve was filed as active; inconclusive = small, poorly fitted or top-dose-only effect, or effect the other way, or a change in a side signal; inactive = no such curve, though single readings can be large or run the other way; the % refers to the polarisation; note: potency is the fitted concentration of half-maximal effect
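Purified MLL-CXXC (added from a 7 uM solution) was preincubated 5 min at ambient with pinned compounds in 50 mM Tris-HCl pH 7.5, 50 mM NaCl, 1 mM DTT, 0.05% BSA. Fluorescein-labeled HOX-A9 DNA (50 nM solution) followed, 30 min, then polarization read.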
Menin-MLL TR inh – inhibitors of human menin-MLL interaction, mutant MLL peptide; O00255; Menin + Texas Red MLL mutant peptide, fluorescence polarization; Potency, µM (highest dose often 61.6 µM), without a hit: top-dose FP activity change, negative = inhibition, hits mostly inhibitors; 270,000 tested, 0.23% active; active = well fitted inhibition curve with a large enough effect in the polarisation, with a control signal flat, not every such curve was filed as active; inconclusive = small, poorly fitted or top-dose-only effect, or effect the other way, or a change in a side signal; inactive = no such curve, though single readings can be large or run the other way; the % refers to the polarisation; note: potency is the fitted concentration of half-maximal effect; % of control where 0% means no effect; many of its hits are not listed in these tables
An asterisk follows results filed as active; ? = inconclusive; · = not tested or not shown; [ ] = remark or other dose. Unless noted, calls come from the whole dose curve; as a rule, active = well fitted curve in the direction sought with a large enough effect; inconclusive = small, poorly fitted or top-dose-only effect, or another doubt; inactive = no such curve, though single readings can be large; an effect the other way counts as inactive or inconclusive. This is a subset; count on the stated rates, not on these rows.

canonical_smiles	KCNH2 3.1 inh	Menin-MLL TR inh	FBPA coupling cs	USP2a inh	PKM2 activator	GALK inh	TRPV1 agonist	B2AR arrestin	Giardia killer	KCNH2 WT inh	CXXC DNA block
CC(C)CN(C(=O)COC(=O)c1cc2ccccc2oc1=O)C1CCS(=O)(=O)C1 (stereo not given)	·	6%	0	-1%	2%	4%	-4	0.3%	·	·	4%
COc1cccc2cc(C(=O)Nc3ccccc3Cl)/c(=N/NS(=O)(=O)c3ccccc3)oc12	7	0%	-1	1%	·	-2%	0	-0.2%	-18	-8	36%
COc1ccc(/C=C(/NC(=O)c2ccccc2)C(=O)N2CCCC2)cc1	5	-6%	-2	1%	-2%	-3%	-3	0.3%	19	1	-8%
NC(=O)C1(NC(=O)[C@@H]2CC3(CC(c4cccc(NC(=O)[C@@H]5CCC(=O)N5)c4)=NO3)CN2C(=O)Cc2ccc(C(F)(F)F)cc2)CC1 (stereo not given in full)	-1	1%	-1	-2%	-2%	-2%	-2	-0.4%	-5	-35	-2%
COc1ccc(Nc2nc3ccccc3s2)cc1	14	?	-5	4%	-3%	5%	20	0.1%	-16	15	1%
CCCC(C)NC(=O)CN1C(=O)NC2(CCc3ccccc32)C1=O (stereo not given)	7	·	·	-1%	-10%	0%	-3	0.2%	4	-10	-5%
Cc1ccccc1NC(=O)CSc1nnnn1C	-9	12%	4	-1%	1%	-1%	-3	-0.7%	15	-5	3%
COc1cccc(OCc2nnc(SCC(=O)OC3CCCCC3)n2C)c1	-6	-8%	4	-1%	-3%	0%	19	-0.5%	-4	-2	-7%
COc1ccc(CNC(=O)CC23CC4CC(CC(C4)C2)C3)cc1	-3	-18%	2	-1%	2%	4%	?	0.4%	12	1	6%
CS(=O)(=O)c1ccc2nnn(OCC(=O)Nc3cccc(C#N)c3)c2c1	3	·	4	0%	-2%	-3%	-3	0.3%	4	7	-10%
Cc1ccc(Nc2nnc(SCC(=O)NC(Cc3c[nH]c4ccccc34)C(=O)O)s2)cc1 (stereo not given)	0	?	-13	1%	-2%	5%	-2	0.0%	10	-5	10%
Cn1c(SCc2cccc(F)c2)nnc1-c1cnccn1	13	·	2	-2%	-3%	-1%	3	-0.1%	-6	3	3%
CCC(C)Nc1nc2c(c(=O)[nH]c(=O)n2C)n1CCCc1ccccc1 (stereo not given)	-2	2%	0	-1%	1%	-2%	-4	-0.3%	?	-4	18%
O=C(COc1ccc(-n2cnnn2)cc1)Nc1ccc(F)c(F)c1F	13	·	·	2%	·	·	2	-0.4%	-7	-14	·
C=C(C)c1cccc(C(C)(C)NC(=O)NCCCN2CCCC2=O)c1	-3	-4%	2	-14%	-15%	2%	-1	-0.9%	-4	7	-3%
COc1ccccc1-c1noc(-c2ccccc2C(=O)Nc2ccccc2)n1	0	?	2	-3%	5%	16%	18	-0.3%	11	2	2%
CN(NC(=O)c1cccc(Cl)c1)c1nc(-c2ccccc2)nnc1C(F)(F)F	-15	5%	1	-2%	-3%	2%	15	0.5%	9	18	10%
COc1ccccc1NC(=O)CS(=O)(=O)c1cn(CC(=O)N2CCOCC2)c2ccccc12	-1	-8%	4	-5%	-7%	-1%	-2	-0.8%	-9	2	1%
C=CCNC(=O)N1c2ccccc2Sc2ccccc21	8	2%	3	2%	·	-2%	1	-0.3%	0	-9	11%
COC(=O)c1ccc(S(=O)(=O)NCCSc2nnc3c4ccccc4n(C)c3n2)cc1	7	?	3	-1%	-4%	-2%	5	-0.3%	12	-10	9%
COc1ccc(OS(=O)(=O)c2c(C)noc2C)cc1	-25	·	-3	9%	0%	0%	3	-0.8%	11	-4	-3%
COc1ccc(/C=N/N2C(=O)c3ccccc3C2=O)cc1	7	11%	-4	3%	-13%	4%	6	-0.1%	3	-1	-4%
c1ccc(C(Cc2nc(-c3ccccn3)no2)c2ccccc2)cc1	-22	-12%	-1	2%	-12%	1%	?	0.2%	4	-14	-3%
Clc1ccc(CSc2ncccn2)cc1	-14	-2%	0	3%	-2%	0%	7	0.1%	-5	-4	0%
O=C(CCN1C(=O)C2CC=C(Cl)CC2C1=O)NCc1ccco1 (stereo not given)	6	-16%	2	3%	-8%	1%	-2	-0.3%	-18	-2	17%
Cc1cc(OC(=O)c2ccc(S(=O)(=O)N(C)C)cc2)c([N+](=O)[O-])c(=O)[nH]1	2	-8%	-2	3%	4%	-2%	0	0.1%	-7	-2	1%
Cc1nc(Sc2nnnn2-c2ccccc2)c(C#N)c(C)c1C	-25	0%[11.7 µM]	0	5%	?	0%	·	0.1%	-17	-16	-8%
S=C(Nc1ccc(Cl)c(Cl)c1)N1CCOCC1	8	12%	4	4%	-1%	1%	3	-0.2%	-8	7	18%
COc1ccc(CN2C3CCC2CC(NC(=O)c2cc(OC)c(OC)c(OC)c2)C3)cc1 (stereo not given)	-3	3%	-5	0%	2%	-2%	2	0.2%	5	16	16%
CC1CCCC(NC(=O)COC(=O)c2cc(S(=O)(=O)N3CCCCC3)ccc2N2CCOCC2)C1C (stereo not given)	-24	-16%	0	-1%	-6%	1%	28	-0.3%	14	-10	11%

Looked up by compound from the entries so far, 4 records:
canonical_smiles	KCNH2 3.1 inh	Menin-MLL TR inh	FBPA coupling cs	USP2a inh	PKM2 activator	GALK inh	TRPV1 agonist	B2AR arrestin	Giardia killer	KCNH2 WT inh	CXXC DNA block
Clc1ccc(CSc2ncccn2)cc1	-14	-2%	0	3%	-2%	0%	7	0.1%	-5	-4	0%
COc1ccc(/C=N/N2C(=O)c3ccccc3C2=O)cc1	7	11%	-4	3%	-13%	4%	6	-0.1%	3	-1	-4%
COc1ccc(CNC(=O)CC23CC4CC(CC(C4)C2)C3)cc1	-3	-18%	2	-1%	2%	4%	?	0.4%	12	1	6%
COc1cccc(OCc2nnc(SCC(=O)OC3CCCCC3)n2C)c1	-6	-8%	4	-1%	-3%	0%	19	-0.5%	-4	-2	-7%

(continued)
canonical_smiles	KCNH2 3.1 inh	Menin-MLL TR inh	FBPA coupling cs	USP2a inh	PKM2 activator	GALK inh	TRPV1 agonist	B2AR arrestin	Giardia killer	KCNH2 WT inh	CXXC DNA block
CCn1c(SCC(=O)Nc2ccc(OC)cc2)nc2c1c(=O)n(C)c(=O)n2C	13	·	3	-4%	·	-2%	1	-0.1%	-2	1	5%
C=CCCCCCCCCC(=O)NNC1=CC(=O)CC(C)(C)C1	0	?	·	0%	-1%	-4%	30	0.1%	5	-4	1%
CC(=O)Nc1ccc(C2Nc3cc(C)c(C)cc3NC3=C2C(=O)CC(C)(C)C3)cc1 (stereo not given)	-6	-2%	1	3%	0%	-1%	3	-0.7%	-2	-3	5%
Cc1cc2cc(CN(Cc3cccs3)S(=O)(=O)c3ccc4c(c3)OCCO4)c(=O)[nH]c2cc1C	9	-29%	-5	6%	-1%	-2%	-1	-0.2%	15	0	10%
CCCC(c1nnnn1Cc1ccco1)N1CCN(C(=O)c2ccco2)CC1 (stereo not given)	4	6%	2	0%	1%	6%	0	0.0%	-5	-4	-3%
Cn1nnc(NC(=S)NC(=O)Cc2ccccc2)n1	1	18%	-4	-1%	4%	0%	-5	0.1%	-9	4	4%
CC(=O)c1ccc(N/C=C/C(=O)c2ccc(Br)cc2)cc1	-5	-10%	0	0%	-1%[11.5 µM]	0%	0	-1.0%	6	-4	7%
